Cdc42 wt = changes GTP binding to wildtype human Cdc42; GST-Cdc42 beads, Bodipy-GTP binding, flow cytometry; actives lie on both sides; AID 761; percent activity (GTP binding), % at 10 µM; actives 0.2% (n = 190,000); P60953;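 active = percent activity GTP binding at least 20 points away from the 100% baseline, either down as inhibitor or up as activator; inconclusive = compound flagged as likely green fluorescent from well-wide comparison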;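 also: median bead fluorescence of bound Bodipy-FL-GTP at 100 nM; 0% = excess unlabeled GTP control and 100% = no compound control; below 100% means less GTP binding so inhibitor and above means activator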
Target sequence (P60953 whole entry, looked up): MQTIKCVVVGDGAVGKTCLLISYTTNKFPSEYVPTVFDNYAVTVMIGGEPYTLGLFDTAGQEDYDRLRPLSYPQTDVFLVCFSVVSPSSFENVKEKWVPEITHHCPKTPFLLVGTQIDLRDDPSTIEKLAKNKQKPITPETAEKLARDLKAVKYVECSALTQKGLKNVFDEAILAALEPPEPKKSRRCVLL
HRas wt GTP bind = modulators of GTP binding to human HRas wildtype. P01112. GST-Ras wt beads, Bodipy-FL-GTP binding, flow cytometry; actives lie on both sides. GTP binding activity, % at 10 µM. actives 0.14% (n = 190,000). AID 759;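 active = GTP binding activity at least 20% away from the 100% baseline, either lowered as inhibitor or raised as activator; inconclusive = flagged as likely green fluorescent, judged across all proteins in the well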;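 also: 0% = unlabeled GTP competition control and 100% = no-compound control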
Target sequence (P01112 whole entry, looked up): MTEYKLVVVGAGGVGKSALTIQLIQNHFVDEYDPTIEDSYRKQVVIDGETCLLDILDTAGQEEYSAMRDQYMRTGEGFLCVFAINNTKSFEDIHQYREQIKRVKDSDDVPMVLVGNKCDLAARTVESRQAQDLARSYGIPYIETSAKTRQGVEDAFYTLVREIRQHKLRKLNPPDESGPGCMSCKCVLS
Mcl1-Noxa inh = Mcl-1/Noxa interaction inhibition; actives 1.5% (n = 220,000); AID 1022; Q07820; TR-FRET Mcl-1/Noxa peptide binding, 2 h; inhibition, % at 21.7 µM;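 active = compounds that cut the protein-peptide binding signal by more than 50% relative to plate controls in a single-dose test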;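 also: His-tagged Mcl-1 with rhodamine Noxa BH3 peptide and terbium anti-His antibody; 0% = Mcl-1 plus Noxa peptide wells and 100% = peptide-only wells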
Target sequence (Q07820 whole entry, looked up): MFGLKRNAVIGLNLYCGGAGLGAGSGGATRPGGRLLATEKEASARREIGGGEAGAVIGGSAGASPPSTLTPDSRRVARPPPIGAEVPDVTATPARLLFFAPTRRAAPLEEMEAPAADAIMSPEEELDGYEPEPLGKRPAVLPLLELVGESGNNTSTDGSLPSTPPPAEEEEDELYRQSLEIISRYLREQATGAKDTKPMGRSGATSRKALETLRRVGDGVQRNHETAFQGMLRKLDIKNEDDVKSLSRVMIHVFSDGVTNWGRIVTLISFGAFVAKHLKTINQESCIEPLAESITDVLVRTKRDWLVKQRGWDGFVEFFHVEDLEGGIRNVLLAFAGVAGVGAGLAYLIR
Mcl1 Bid PPI = disrupts binding of human Mcl-1 to Bid peptide; inhibition, % at 21.7 µM; actives 0.97% (n = 220,000); AID 1021; TR-FRET Mcl-1/Bid-Dy647 peptide binding, 1536-well;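 active = compounds that cut the binding signal by more than half at the single screening dose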;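 also: His-tagged Mcl-1 with europium anti-His antibody binding Bid BH3 peptide; 0% = Mcl-1 plus peptide wells and 100% = peptide-only wells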
Bim-Mcl-1 = human Bim-Mcl-1 interaction inhibition; Q07820; Bead-based flow cytometry, Bim peptide-Mcl-1 binding; inhibition, % at 10 µM; actives 0.1% (n = 190,000); in the data active = inhibition above about 40%;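 also: 0% = no compound tracer wells and 100% = peptide blocker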
Rab2 wt GTP = changes GTP binding to wildtype dog Rab2A, up or down | GTP binding activity, % at 10 µM | GST-Rab2 wt beads, Bodipy-GTP binding, flow cytometry | actives 0.19% (n = 190,000) | AID 760;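 active = GTP binding activity at least 20 points away from 100%, either lowered or raised; inconclusive = signal likely due to the compound's own green fluorescence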;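 also: 0% = beads with excess unlabeled GTP and 100% = no-compound control corrected for plate trend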
Rac1 wt GTP bind = modulators of human Rac1 wildtype GTP binding; P63000; GST-Rac1 beads, fluorescent GTP binding, flow cytometry; actives lie on both sides; 0 = cold GTP competed, 100 = untreated; GTP binding activity (% of control), % at 10 µM; actives 0.27% (n = 190,000); AID 757;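 active = GTP binding activity at least 20 points away from the 100% control level, either lower or higher; inconclusive = compound flagged as likely green fluorescent, judged across all proteins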
Pf gamet viab = P. falciparum stage V gametocyte viability inhibition; actives 0.065% (n = 150,000); inhibition, % at 10.9 µM; AID 743093; P. falciparum stage V gametocytes, ATP luminescence, 24 h;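 active = inhibition above the mean plus 3 SD of compounds within the control limits, set per campaign, cut at about 38% in these data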;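 also: 0% = DMSO wells and 100% = medium only without gametocytes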
Avidin bead fluor = avidin bead compound fluorescence profile | Avidin beads, compound fluorescence 488/530 nm, flow cytometry; active compounds read high | fluorescence (KMESF) at 10 µM | actives 0.38% (n = 220,000) | AID 1775; in the data active = fluorescence above about 47; also: inactives centre near 10
Rac1 mut GTP = modulators of GTP binding to human Rac1 activated mutant | P63000 | GST-Rac1 activated beads, fluorescent GTP binding, flow cytometry; actives lie on both sides; 100% means binding = to untreated wells | percent activity (GTP binding), % at 10 µM | actives 0.11% (n = 190,000) | AID 764;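 active = GTP binding at least 20 percentage points away from the 100% baseline, in either direction, so actives lie on both sides; inconclusive = Compound likely fluorescent itself, or too few beads counted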
Rab7 wt modul = modulators of GTP binding to dog Rab7 wildtype GTPase; GST-Rab7 beads, fluorescent GTP binding, flow cytometry; actives lie on both sides; untreated = 100%, excess cold GTP = 0%; AID 758; actives 0.055% (n = 190,000); GTP binding activity (percent of control), % at 10 µM;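 active = fluorescent GTP binding to Rab7 beads changed by at least 20 points from the 100% baseline, either direction, mostly lower; inconclusive = compound itself probably fluorescent, or too few beads counted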;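 also: median green fluorescence of bound Bodipy-FL-GTP per Rab7 bead population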
Starred values were filed as active, the others as inactive; ? = inconclusive; / = not tested or not shown.

SMILES	Cdc42 wt	HRas wt GTP bind	Mcl1-Noxa inh	Mcl1 Bid PPI	Bim-Mcl-1	Rab2 wt GTP	Rac1 wt GTP bind	Pf gamet viab	Avidin bead fluor	Rac1 mut GTP	Rab7 wt modul
COc1cccc(C(=O)CN2CCN(S(=O)(=O)c3ccc(Br)cc3)CC2)c1	104	102	4	-19	-5	101	107	/	13	101	99
O=C(NC1CCCC1)C1CCN(S(=O)(=O)c2cccc3cccnc23)CC1	99	98	13	-1	-2	97	97	/	12	97	97
COc1cc2[nH]c(=S)n(C3CC3)c(=O)c2cc1OC	95	95	23	-59	1	94	96	-2	9	95	95
CC1=NN(c2nc(C)cc(C)n2)C(=O)C1CCC(C)C (configuration not stated)	100	99	0	-29	0	100	103	-22	9	100	100
CCOc1ccc(C2C(C(C)=O)=C(O)C(=O)N2CCc2c[nH]c3ccccc23)cc1 (configuration not stated)	99	100	18	-51	-1	99	99	8	13	93	104
COc1ccc(N2CCN(C(=O)c3ccccc3)CC2)c([N+](=O)[O-])c1	98	98	-6	5	-1	97	101	6	6	100	102
CCOC(=O)CSc1nc(=O)n2cc(C)ccc2n1	100	96	0	-15	0	97	95	-11	9	97	95
CN(CCOc1ccccc1)CC(=O)Nc1cccc(Br)c1	94	96	29	31	-7	94	98	/	12	95	94
O=C(NCc1ccc2c(c1)OCO2)c1cccnc1	103	102	7	-7	0	99	110	/	40	103	99
Cn1c(=O)c2cc(S(=O)(=O)Nc3cc(C(=O)O)cc(C(=O)O)c3)ccc2n(C)c1=O	?	?	2	-25	46*	?	?	4	6	?	?
O=C(COC(=O)c1cc(=O)[nH]c2ccccc12)Nc1nc(-c2ccccc2)cs1	92	97	13	-6	-3	97	97	13	9	94	107
O=C(COC(=O)/C=C/c1ccc(S(=O)(=O)N2CCOCC2)cc1)NCc1ccc2c(c1)OCO2	95	95	-6	-12	1	93	98	-3	10	93	93
COC(=O)CNC(=O)C1(C)C=CCN1C(=O)c1ccccc1 (configuration not stated)	102	100	-5	-11	-2	100	104	-12	10	98	98
CCCOc1ccc(C(C)=O)cc1CC(C(=O)OCC)C(=O)OCC	99	97	5	-10	-1	96	97	27	17	96	96
CCOC(=O)N1CCN(C(=O)CNC(=O)c2nn(-c3ccc(OC)cc3)c(=O)c3ccccc23)CC1	105	102	-6	-10	-1	102	104	/	7	99	102
CCOC(=O)C1CCN(S(=O)(=O)c2cc(Cl)c(C)cc2OC)CC1	99	100	10	-7	0	102	106	/	23	100	96
Cc1cc(C)cc(Oc2ccc(N)cc2)c1	98	96	38	12	-2	97	99	-8	14	94	96
CC(=O)Oc1cccc(N2C(=O)c3ccc(C(=O)O)cc3C2=O)c1	95	96	25	23	-2	95	96	1	2	97	97
Cc1ccc(C)c(SCC(=O)c2ccc[nH]2)c1	95	98	5	-30	-1	98	99	-20	17	96	104
COc1ccccc1C1C(C#N)=C(N)Oc2cc(C)n(CCCn3ccnc3)c(=O)c21 (configuration not stated)	98	100	20	-11	-6	99	104	/	11	101	102
Cc1cc(C(=O)OCC(=O)NC(C)C)c(C)o1	100	102	11	-47	-5	99	101	/	7	98	101
CCOC(=O)Cc1[nH]nc2c1C(c1ccoc1)C(C#N)=C(N)O2 (configuration not stated)	104	99	-3	-17	-5	101	103	0	15	97	100
O=C(c1ccc(F)cc1)N(Cc1ccccc1)C1CCS(=O)(=O)C1 (configuration not stated)	102	98	0	-32	0	99	106	-15	5	100	97
COc1ccc(NC(=O)c2cccs2)cc1NC(=O)c1ccco1	102	103	-25	-10	-3	102	106	/	12	101	104
CSc1ccccc1NC(=S)N/N=C/c1cccn1Cc1ccc(F)cc1	96	96	-56	-157	-3	99	98	-12	10	94	100

Part of the list above, with bars between the fields.
Molecule | Cdc42 wt | HRas wt GTP bind | Mcl1-Noxa inh | Mcl1 Bid PPI | Bim-Mcl-1 | Rab2 wt GTP | Rac1 wt GTP bind | Pf gamet viab | Avidin bead fluor | Rac1 mut GTP | Rab7 wt modul
CC(=O)Oc1cccc(N2C(=O)c3ccc(C(=O)O)cc3C2=O)c1 | 95 | 96 | 25 | 23 | -2 | 95 | 96 | 1 | 2 | 97 | 97
Cc1ccc(C)c(SCC(=O)c2ccc[nH]2)c1 | 95 | 98 | 5 | -30 | -1 | 98 | 99 | -20 | 17 | 96 | 104
COc1ccccc1C1C(C#N)=C(N)Oc2cc(C)n(CCCn3ccnc3)c(=O)c21 (configuration not stated) | 98 | 100 | 20 | -11 | -6 | 99 | 104 | / | 11 | 101 | 102
Cc1cc(C(=O)OCC(=O)NC(C)C)c(C)o1 | 100 | 102 | 11 | -47 | -5 | 99 | 101 | / | 7 | 98 | 101
CCOC(=O)Cc1[nH]nc2c1C(c1ccoc1)C(C#N)=C(N)O2 (configuration not stated) | 104 | 99 | -3 | -17 | -5 | 101 | 103 | 0 | 15 | 97 | 100
O=C(c1ccc(F)cc1)N(Cc1ccccc1)C1CCS(=O)(=O)C1 (configuration not stated) | 102 | 98 | 0 | -32 | 0 | 99 | 106 | -15 | 5 | 100 | 97

Other results follow.
SMILES	Cdc42 wt	HRas wt GTP bind	Mcl1-Noxa inh	Mcl1 Bid PPI	Bim-Mcl-1	Rab2 wt GTP	Rac1 wt GTP bind	Pf gamet viab	Avidin bead fluor	Rac1 mut GTP	Rab7 wt modul
CCCOC(=O)c1[nH]c2c(c1C)C(=O)CC(c1ccc(OC)c(OC)c1)C2 (configuration not stated)	101	99	13	-2	-3	101	107	17	3	98	104
Cc1c(NC(=O)CN2C(=O)c3cccc4cccc2c34)c(=O)n(-c2ccccc2)n1C	104	105	-7	7	0	101	106	/	10	99	104
CC1(C)CC(=O)C(C(=O)c2ccccc2)C(=O)C1	94	92	17	-14	2	95	97	1	10	95	94
COc1cc(CNCc2ccc(SC)cc2)cc(OC)c1	100	101	25	51*	-4	102	105	-11	9	101	100
Cc1ccc(-c2cc(C(=O)OCC(=O)Nc3cc(C)on3)c3ccccc3n2)c(C)c1	101	101	6	-16	0	100	101	1	12	99	97
COc1ccc(-c2cc(C(=O)NC(C(=O)O)C(C)C)c(C)o2)cc1OC (configuration not stated)	103	100	20	-39	1	99	104	/	10	102	100
CCN(CC)CCN(Cc1cc2cc3c(cc2[nH]c1=O)OCO3)C(=S)NCc1ccco1	98	102	12	-34	-3	98	103	-23	9	96	105
COc1cc2[nH]c(=O)n(CCCCCC(=O)N3CC=C(c4ccccc4)CC3)c(=O)c2cc1OC	98	99	7	3	3	100	102	/	17	98	100
CC(C)Cc1nnc(NC(=O)Cc2cccs2)s1	96	95	56*	-54	2	96	96	10	7	94	92
CCCCn1nc2cc(C(=O)NCc3cc(C(F)(F)F)cc(C(F)(F)F)c3)ccc2c1OCC	101	102	-6	-24	0	99	99	-22	8	97	102
CN(C)c1ccc(N/C=C/C(=O)c2ccccc2)cc1	104	106	29	-40	-1	107	106	-6	11	103	98
COC(=O)CSc1nnc(C)n1-c1ccc(C)cc1	103	103	6	-29	-1	102	104	4	17	98	102
CC(C)NC(=S)NNc1nc2ccccc2s1	95	99	30	-76	0	97	97	2	6	96	106
O=C1CN(c2nc(-c3cccnc3)nc3scc(-c4ccccc4)c23)CCN1	94	94	22	-6	-4	94	95	20	10	95	97
O=C(O)Cn1c(SCc2ccccc2)nc2ccccc21	101	99	17	-18	4	97	99	/	5	97	95
O=C(NCc1cccnc1)c1cc(-c2cccs2)on1	97	99	-14	-12	0	97	99	-3	15	97	99
O=C(O)c1ccccc1NS(=O)(=O)c1cccc2cccnc12	100	100	-1	-4	-3	100	97	5	26	99	100
CCCCOCCCNC(=O)c1ccc([N+](=O)[O-])c(C)c1	102	100	18	1	-5	100	104	/	15	100	99
CCc1ccc(NC(=O)CC2C(=O)NCCN2C(=S)Nc2ccccc2)cc1 (configuration not stated)	100	103	1	-39	-1	103	105	/	15	98	100
COc1cccc(CN=c2c([N+](=O)[O-])nn(-c3ccccc3C)n2O)c1	99	96	11	-23	-4	97	98	-9	8	97	104
Cc1ccc(-c2noc(CSc3nc(N)cc(N)n3)n2)cc1	101	98	5	-32	-8	99	100	-18	13	98	101
CN(C)S(=O)(=O)c1cccc(NC(=O)c2cc3ccccc3o2)c1	101	99	11	-21	0	99	102	9	15	100	104
O=C(NC1=NCCS1)C12CC3CC(C1)CC(C(=O)NC1=NCCS1)(C3)C2	106	103	24	9	-4	104	104	/	8	102	104
CCCS(=O)(=O)N1CCN(Cc2ccco2)CC1	101	104	15	16	-2	106	100	9	15	100	106
CCN(CC)c1ccc(NC(=O)COC(=O)CCC(=O)c2ccc(F)cc2)cc1	100	100	70*	-68	-5	101	100	/	9	97	103
COc1ccc(NC(=O)CSc2nnc(-c3ccccc3Cl)n2Cc2ccco2)c(OC)c1	102	101	-6	-10	-1	100	102	9	32	100	97
O=C1NC(=S)S/C1=C\c1coc2ccccc2c1=O	88	91	18	-34	0	90	90	/	10	88	100

Structures shown so far that have a COOH group, in the order listed:
SMILES	Cdc42 wt	HRas wt GTP bind	Mcl1-Noxa inh	Mcl1 Bid PPI	Bim-Mcl-1	Rab2 wt GTP	Rac1 wt GTP bind	Pf gamet viab	Avidin bead fluor	Rac1 mut GTP	Rab7 wt modul
Cn1c(=O)c2cc(S(=O)(=O)Nc3cc(C(=O)O)cc(C(=O)O)c3)ccc2n(C)c1=O	?	?	2	-25	46*	?	?	4	6	?	?
CC(=O)Oc1cccc(N2C(=O)c3ccc(C(=O)O)cc3C2=O)c1	95	96	25	23	-2	95	96	1	2	97	97
COc1ccc(-c2cc(C(=O)NC(C(=O)O)C(C)C)c(C)o2)cc1OC (configuration not stated)	103	100	20	-39	1	99	104	/	10	102	100
O=C(O)Cn1c(SCc2ccccc2)nc2ccccc21	101	99	17	-18	4	97	99	/	5	97	95
O=C(O)c1ccccc1NS(=O)(=O)c1cccc2cccnc12	100	100	-1	-4	-3	100	97	5	26	99	100

Screening results from PubChem BioAssay.
